# Assay outcomes: PubChem, National Center for Advancing Translational Sciences (NCATS)
# USP2a block: qHTS Assay for Inhibitors of Ubiquitin-specific Protease USP2a Using CHOP2 as the Reporter. 330,000 tested, 0.01% active. Ubiquitin carboxyl-terminal hydrolase 2 (Homo sapiens), O75604. Potency, µM (titrated, usually from 38.3 µM), without a hit: at the top dose activity change, negative = inhibition, most hits filed as inhibitors. USP2 core, Ub-CHOP2 coupled fluorogenic reporter, 485/531;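 further: potency means the concentration at half of the fitted maximal effect; plate controls were DMSO wells for no effect and full inhibition by NEM control for full effect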
# Target sequence (O75604 whole entry, looked up): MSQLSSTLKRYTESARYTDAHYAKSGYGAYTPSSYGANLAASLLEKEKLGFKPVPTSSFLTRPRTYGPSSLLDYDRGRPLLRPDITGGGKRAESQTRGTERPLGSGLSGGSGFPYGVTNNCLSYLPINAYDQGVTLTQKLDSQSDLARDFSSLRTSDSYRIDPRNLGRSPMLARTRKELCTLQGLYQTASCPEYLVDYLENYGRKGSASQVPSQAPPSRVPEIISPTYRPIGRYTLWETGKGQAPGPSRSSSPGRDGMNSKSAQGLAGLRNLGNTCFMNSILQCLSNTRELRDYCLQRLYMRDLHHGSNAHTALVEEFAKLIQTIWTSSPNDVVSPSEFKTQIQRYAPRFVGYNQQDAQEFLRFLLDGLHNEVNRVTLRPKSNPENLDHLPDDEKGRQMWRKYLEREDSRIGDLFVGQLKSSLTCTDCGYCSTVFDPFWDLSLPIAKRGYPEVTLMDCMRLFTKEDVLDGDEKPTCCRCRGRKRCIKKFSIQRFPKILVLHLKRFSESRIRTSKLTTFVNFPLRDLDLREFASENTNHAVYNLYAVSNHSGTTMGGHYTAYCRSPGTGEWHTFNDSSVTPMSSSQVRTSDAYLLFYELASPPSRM
#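 USP2 core (10nM final) preincubated 30min RT with compound in 20mM Tris-HCl pH 8.0, 2mM CaCl2, 2mM beta-mercaptoethanol, 0.05% CHAPS; 25nM Ub-CHOP2 plus 25nM reporter substrate added, fluorescence (Ex485/Em531) read after 60min.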
# TCR activator: Activators of T cell receptors: qHTS campaign; primary human leukocytes, anti-CD3, IL-2 HTRF, 48 h; Potency, µM (series often up to 9.22 µM), for the others: top-dose activation of IL-2 secretion, hits mostly activators; 330,000 tested, under 10 active; AID 504894, 2011; further: % of control where 0% means no effect
#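 TCR engagement came from a-CD3 beads alone, with compounds added to primary human leukocytes for 48 hr. Secreted IL-2 bridged europium cryptate- and d2-labelled anti-IL-2 antibodies, giving FRET emission at 665nm after 320nm excitation.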
# Eya2 phos inh: qHTS Assay for Inhibitors of the Phosphatase Activity of Eya2 | Protein phosphatase EYA2 (Homo sapiens), O00167 | 330,000 tested, 0.006% active | Potency, µM (series often up to 76.9 µM), inactives show top-dose activity, negative = inhibition, usual class: inhibitors | recombinant Eya2, OMFP fluorescence dephosphorylation (OMFP is methylfluorescein phosphate) | AID 488837, 2010; further: potency means the concentration at half of the fitted maximal effect; on the % scale 0 is the no-effect control and ±100 the full control effect
#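 Eya2 (0.2 uM) preincubated 10 min at ambient with compound, then OMFP substrate added at 50 uM; 10 min reaction in 50 mM HEPES pH 7.5, 50 mM NaCl, 5 uM MgCl2, 0.05% BSA, 1 mM DTT. Fluorescence read at Ex 485/Em 525 nm.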
# ELG1 DNA repair: qHTS screen for small molecules that inhibit ELG1-dependent DNA repair in human embryonic kidney (HEK293T) cells expressing luciferase-tagged ELG1. HEK293T ELG1-luciferase reporter, luminescence, 16 h; DNA damage induced by 5-fluorouridine. Potency, µM (highest dose often 46.1 µM), for inactives: top-dose activity change, negative = inhibition, most hits filed as inhibitors. 330,000 tested, 2.3% active. AID 504467, 2011; further: potency means the concentration at half of the fitted maximal effect; on the % scale 0 is the no-effect control and ±100 the full control effect; nearly all actives have a fitted effect of over 55% in size
#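 Quantitative HTS, concentration-response format. 2,000 cells/well co-treated with 5-fluorouridine and compound, 16 hr in 5% CO2 at 37 °C; ONE-Glo luminescence read after 30 min.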
# A-T KAP1 phos: qHTS Assay for Identifying a Potential Treatment of Ataxia-Telangiectasia. 320,000 tested, 0.19% active. Potency, µM (highest dose often 57.5 µM), inactives show at the top dose activation, hits mostly activators. […] A-T fibroblasts, KAP-1 phosphorylation AlphaLISA; neocarzinostatin DNA damage 30 min before lysis. AID 485349, 2010; further: potency means the concentration at half of the fitted maximal effect; % of control where 0% means no effect; nearly all actives have a fitted effect of over 45% in size
#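 hTERT-immortalized A-T patient fibroblasts ([…]), 500 cells/well in OPTI-MEM, 1% FBS, got compounds for 60 min, then NCS for 30 min at 37C. Lysates were then assayed for phospho-KAP-1 by AlphaLISA (anti-pKAP1 donor, anti-KAP1 acceptor beads), 6 hr at 25C.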
# TSHR antag: Antagonists of the Thyroid Stimulating Hormone Receptor: HTS campaign | Thyrotropin receptor (Homo sapiens), P16473 | TSHR-expressing cells, TSH-stimulated cAMP HTRF, 2 h; active compounds read low | activity change, negative = inhibition, % at 11.5 µM | 330,000 tested, 0.2% active;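 active means activity change below a set negative limit, meaning inhibition stronger than a set level, cut at about -70% in these data; inconclusive means activity change between two set negative limits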; further: on the % scale 0 is the no-effect control and ±100 the full control effect
#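 Antagonism was scored as loss of TSH-driven cAMP in TSHR cells, stimulated with 4nM TSH (EC80) for 2 hours at 37 deg C and detected by homogeneous HTRF competition immunoassay.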
# Mito fusion yeast: qHTS Assay for Small Molecule Inhibitors of Mitochondrial Division or Activators of Mitochondrial Fusion; S. cerevisiae fusion-defective mutant growth rescue, CellTiterGlo 48 h; Potency, µM (series often up to 46.1 µM), for inactives: at the highest dose growth rescue (activation), most hits filed as activators; 320,000 tested, 0.23% active;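 further: potency means the concentration at half of the fitted maximal effect; % of control where 0% means no effect; nearly all actives have a fitted effect of over 45% in size; temperature-sensitive fusion mutants such as fzo1-1 at 37 °C on non-fermentable ethanol glycerol medium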
#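 Luminescent cell viability in 1536-well qHTS format served as the measure of rescued growth in ts fusion-mutant S. cerevisiae cultured on non-fermentable YPEG for 48 hours at 37C.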
# TRPV1 ag: HTS Assay for Compounds that Act as Agonists of the Vanilloid Receptor 1 | Transient receptor potential cation channel subfamily V member 1 (Homo sapiens), Q8NER1 | TRPV1-expressing cells, Fluo-8 calcium influx, agonist mode | activation, % at 8.33 µM | 320,000 tested, 0.19% active; in the data active means activation above about 80%; inconclusive means between about 30% and that limit; further: 0% is about no effect
#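 Cells expressing TRPV1 were dye-loaded with Fluo-8 and read kinetically: 10 s baseline, 3 min after compound (agonist portion), then 2 min after EC20 capsaicin (allosteric enhancer portion). Calcium-bound dye fluorescence at 480/520 nm.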
# KCNH2 WT inh: qHTS for Inhibitors of KCHN2 3.1: Wildtype qHTS; Voltage-gated inwardly rectifying potassium channel KCNH2 (Homo sapiens), Q12809; U2OS, BacMam KCNH2, thallium flux FluxOr; active compounds read low; activity change, % at 1.84 µM; 340,000 tested, 0.37% active; AID 720551, 2013;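 active means maximum activity change below -70%; inconclusive means maximum activity change between -70% and -50%; inactive means maximum activity change above -50%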; further: on the % scale 0 is the no-effect control and ±100 the full control effect
#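 U2OS cells transduced with wild-type KCNH2 virus are loaded with FluxOr dye for 45 min, and thallium flux is measured in kinetic reads before and after stimulation buffer. Rate constants are normalized to DMSO controls.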
# KCNH2 3.1 inh: qHTS for Inhibitors of KCHN2 3.1: Mutant qHTS. Potassium voltage-gated channel subfamily H member 2, brain isoform KCNH2 3.1 (human). U2OS KCNH2 3.1, thallium flux FluxOr; active compounds read low. activity change, % (tested at about 1.8 µM). 340,000 tested, 0.95% active;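 active means maximum activity change below -70%; inconclusive means maximum activity change from -70% to -50%; inactive means maximum activity change above -50%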;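 further: thallium influx rate constant from kinetic fluorescence after stimulation buffer; on the % scale 0 is the no-effect control and ±100 the full control effect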
#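 Kinetic fluorescence (2 min after stimulation buffer) measures Tl+ influx through KCNH2 3.1 expressed by viral transduction in U2OS cells; the rate constant is normalized against DMSO controls serving as positive and negative references.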
# Active calls of the source: *; ? = inconclusive; / = not tested or not shown; [ ] = dose if it differs, or a comment. Unless noted, the call rests on the fitted dose curve; in most records, active means well fitted curve in the direction sought with a large enough effect; inconclusive means small, poorly fitted or top-dose-only effect, or another doubt; inactive means no such curve, though single readings can be large; an effect the other way counts as inactive or inconclusive. A portion of the library; rates above refer to the full screens.
SMILES,USP2a block,TCR activator,Eya2 phos inh,ELG1 DNA repair,A-T KAP1 phos,TSHR antag,Mito fusion yeast,TRPV1 ag,KCNH2 WT inh,KCNH2 3.1 inh
COc1cccc(S(=O)(=O)NCC(=O)Nc2ccc(C(C)(C)C)cc2)c1,-1%,-3%[46.1 µM],0%,-22%,-1%,10,7%,?,-7,-7
Cc1ccc(-c2noc(CCC(=O)NCc3ccc4c(c3)OCO4)n2)cc1,0%,-3%,9%,0%,4%,29,-2%,17,-2,8
CC(C)CCOP(=O)(c1ccc(N(C)C)cc1)C(O)c1ccccn1 (stereo not drawn),0%,-13%,-9%,1%,-1%,2,-4%,0,-5,2
Cc1cccn2c(=O)c3cc(C(=O)NCC4CCCO4)c(=N)n(CC4CCCO4)c3nc12 (stereo not drawn),5%,1%,1%,-1%,0%,20,-7%,9,-4,-14
CCCSc1oc(-c2ccco2)nc1S(=O)(=O)c1ccc(C)cc1,-2%,-4%,-12%,-4%,1%,-8,0%,17,9,-13
Cc1cc(C)n(CC(=O)c2ccc(Br)cc2)c(=O)c1C#N,-1%,/,25%,-4%,/,1,1%,-6,2,14
CCOc1ccccc1C(=O)Oc1cc(C)[nH]c(=O)c1[N+](=O)[O-],-6%,0%,-10%,4%,-9%,26,-1%,1,2,-11
O=C(CSc1nnnn1-c1ccccc1)N1CCc2ccccc21,/,3%,/,/,/,/,2%,20,-4,5
Cc1ccc(C(=O)NCC(=O)Nc2ccncc2)cc1,3%,3%,4%,-1%,6%,2,0%,1,-5,-6
Cc1ccc(Cc2nnc(SCC(=O)Nc3ccccc3Cl)[nH]c2=O)cc1,2%,-5%,12%,-5%,-2%,8,-8%,-5,-8,4
Cc1ccc(OCC(=O)NNC(=O)C2CCCO2)c(C)c1 (stereo not drawn),3%,-7%,1%,?,1%,1,11%,-1,0,-25
CCCC(CCC)=NNC(=O)CN(Cc1ccccc1)S(=O)(=O)c1ccccc1,-1%,-3%,-21%,0%,-7%,2,2%,4,18,-1
CCn1c(N)c(C(=O)NCc2cccnc2)sc1=S,0%,0%,2%,1%,-4%,0,1%,2,5,-18
Clc1ccc(OCc2nc(-c3ccccn3)no2)c(Br)c1,0%,0%[46.1 µM],-3%,?,5%,-20,8%,-5,-23,-5
COc1cccc(S(=O)(=O)NCc2ccc(C(=O)N3CCN(Cc4ccccc4)CC3)cc2)c1,2%,3%,-6%,?,5%,-1,-1%,2,0,-23
Cc1cc(NC(=O)CSc2nc3c(c(=O)n2-c2ccc(Br)cc2)SCC3)no1,-1%,3%[46.1 µM],-26%,5%,-4%,3,-5%,-4,0,-21
CCCN(C(=O)c1ccccc1Cc1ccccc1)C1CCS(=O)(=O)C1 (stereo not drawn),2%,-2%,-10%,7%,14%,11,-1%,-1,4,0
O=C(CCN1CCOCC1)NNC(=O)/C(=C/c1ccccc1)NC(=O)c1ccccc1,2%,2%,2%,-8%,0%,-5,0%,3,-8,4
O=C(Cc1ccc([N+](=O)[O-])cc1)NNC(=O)c1ccc2c(c1)OCO2,2%,-2%,4%,1%,-7%,-18,-1%,2,-8,-7
Cc1c(NC(=O)COC(=O)c2ccccc2Cl)c(=O)n(-c2ccccc2)n1C,0%,-5%,4%,1%,1%,5,-1%,0,-18,11
Cc1cccc(C)c1NC(=O)CNC(=O)c1ccccc1OCc1ccccc1,1%,-1%,18%,?,-1%,9,-5%,3,12,20
O=C(CCC1CCCCC1)Nc1nccs1,11%,-3%,-2%,16%,0%,-16,-9%,17,/,0
Cc1cccc(NC(=O)COc2ccc(/C=C\c3[nH]c(=O)[nH]c(=O)c3[N+](=O)[O-])cc2)c1,-4%,-6%,-3%,14%,-4%,4,-2%,0,-8,-9
O=C(COC(=O)c1ccc(F)cc1)Nc1ccc2c(c1)OCO2,-3%,6%,-15%,?,-7%,-8,/,/,0,-1
O=C(COC(=O)CNC(=O)c1ccccc1)Nc1ccccc1Cl,1%,-42%,4%,-11%,-25%,3,-12%,0,4,6
O=C(C1CCN(S(=O)(=O)c2cccc3nsnc23)CC1)N1CCc2ccccc2C1,-2%,3%,6%,?,1%,-12,6%,7,8,-23
Cc1nc2n(n1)C(c1ccccc1)C1=C(CC(c3ccco3)CC1=O)N2 (stereo not drawn),0%,-2%,3%,?,3%,29,7%,2,-1,-11
C#CCOCCOCCOCCNc1nc(N2CCN(C(=O)CCCCCCCCCCNC(=O)Cn3cc(C[C@@H](C)O)nn3)CC2)nc(N2CCN(C(=O)CCCCCCCCCCNC(=O)[C@H](CCCCN)n3cc(C[C@@H](C)CC)nn3)CC2)n1,-25%,4%,-25%,?,13%,45,-7%,1,-15,13
CCCS(=O)(=O)N1CCC(C(=O)NC2CCCC(C)C2C)CC1 (stereo not drawn),1%,-28%,-14%,?,7%,4,-3%,-5,2,3
O=C(C1=C[C@@H](c2coc3ccccc3c2=O)C[C@@H](OCc2ccc(CO)cc2)O1)N1CCN(Cc2ccccc2)CC1,1%,2%,17%,?,8%,-10,0%,?,-7,-12
CC1(/[N+]([O-])=C\c2ccccc2F)CCCCC1=O (stereo not drawn),-1%,-1%,2%,0%,-35%,1,-3%,0,0,-2
CC(Sc1nnc(C2CC2)n1C)C(=O)Nc1ccc(N2CCOCC2)cc1 (stereo not drawn),2%,4%,20%,0%,7%,-4,0%,-1,-8,10
CCOC(=O)c1ccc(Nc2nc(C)nc3c2nnn3Cc2ccccc2)cc1,-5%,3%,-8%,-21%,2%,-16,2%,-3,1,5
Cc1ccccc1-c1cc2nc(-c3ccc([N+](=O)[O-])cc3)cc(=O)n2[nH]1,1%,-4%,-6%,4%,-1%,-7,-5%,-3,-10,4
CCOC(=O)c1c(C)nc2c(c1-c1ccc(OC)c(OC)c1)C(=O)c1ccccc1-2,1%,/,8%,-27%,-3%,-3,2%,?,-5,-18
CN1CCN(C(=O)C2=C[C@@H](c3ccc(C(F)(F)F)cc3)C[C@@H](OCCCCO)O2)CC1,10%,3%,-3%,-16%,-17%,1,1%,?,/,/
Cc1ccc(S(=O)(=O)N2CCN(S(=O)(=O)N3CCCCC3)CC2)cc1,2%,7%,1%,5%,-5%,0,5%,-2,17,27
CCCCNC(=O)C(C)N(CCN(C)C)C(=O)CCCCCN1C(=O)NC(c2ccc(Cl)cc2)C(C(=O)OCc2ccccc2)=C1C (stereo not drawn),-1%,-5%[46.1 µM],-6%,?,9%,4,/,/,-4,-7
Cc1ccc(/C=C2\SC(N3CCCC3)=NC2=O)cc1,2%,/,1%,8%,-4%,-10,13%,?,/,/
Cc1c(C(=O)O)c(=O)n(-c2ccccc2)n1-c1ccccc1,0%,7%,1%,-3%,3%,-6,3%,1,0,3
CC(C)C(=O)Nc1ccc(C(=O)N2CCCCCC2)cc1,?,-2%,8%,-4%,/,1,-1%,6,1,/
CCOc1ccc(/C=C2\SC(=S)N(N3C(=O)C4CC4C3=O)C2=O)cc1 (stereo not drawn),1%,-1%,12%,-1%,1%,7,-1%,-1,-6,-99*
COc1ccc(CC(=O)N2CCN=C2SC)cc1,-1%,2%,2%,9%,2%,-2,-3%,1,-2,2
O=C(CCCOc1ccc(Cl)cc1Cl)Nc1cccnc1,2%,-26%,-5%,?,-6%,-3,1%,?,2,3
CCOC(=O)c1c(S(=O)(=O)NCC(=O)Nc2ccc(C)cc2)c(C)n(C)c1C,1%,5%,8%,3%,0%,-5,0%,-3,-3,5
CCCSc1nc2sc3c(c2c(=O)[nH]1)CC(C)(CC)OC3 (stereo not drawn),4%,9%,-8%,6%,5%,-1,-2%,-5,10,6
COc1ccccc1NC(=O)CSc1nnc(-c2ccc(C)cc2)o1,4%,-6%,7%,?,-4%,-1,-6%,0,4,-2
COc1ccccc1N(CC(=O)NCc1ccco1)C(=O)CCC(=O)Nc1ccccn1,2%,6%,-2%,-1%,-3%,-5,-11%,0,-2,-6
